Bioassay records from PubChem BioAssay.
SSB-PriA inh: inhibitors of Klebsiella pneumoniae PriA binding to SSB C-terminal tail, primary screen, biochemical, AlphaScreen. AID 1272365, 2023. 0.6% of 430,000 active. AlphaScreen SSBct-PriA binding, biotinylated peptide. PriA–SSB C-terminal tail interaction (Klebsiella pneumoniae). inhibition, % at 33 µM; in the data active = inhibition mostly above about 37%, no sharp cut-off; inactive = mostly below about 20%;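 note: plate controls were negative control peptide for no effect and reference peptide for full effect; strong numbers were not always called active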
The depositor's hits bear a star; & = joins results of further samples. The list is partial (hit frequency here may not be typical).

canonical_smiles,SSB-PriA inh
O=C(Nc1ccc(S(=O)(=O)N2CCOCC2)cc1)c1cc(-c2ccncc2)nc2ccccc12,-3
O=C(O)C(CCCCN1C(=O)/C(=C\c2cccc([N+](=O)[O-])c2)SC1=S)N1C(=O)/C(=C\c2cccc([N+](=O)[O-])c2)SC1=S (stereo not given),16
O=S(=O)(Nc1ccccc1F)c1cccc(Cl)c1,-9
CC(=NNC(=O)c1ccc(CN2CCc3ccccc3C2)cc1)c1ccccc1O,10
CC(C)(C)c1ccc(C(=O)Nc2sc3c(c2CN2CCCCC2)CCCC3)cc1,1
COCCN(Cc1ccoc1)C(=O)c1ccc(-c2ccsc2)cc1,-5
Cc1ccc(NC(=O)N2CC(S(=O)(=O)CC(C)C)C2)cc1C,-7
CCCc1ccc(C(=O)NCCN2CCN(c3ccccc3)CC2)cc1,-10&-5
Cc1cc2cc(CNS(=O)(=O)c3ccc([N+](=O)[O-])cc3)ccc2n1C,4
CCOC(=O)c1oc2ccccc2c1NC(=O)C1CCN(S(C)(=O)=O)CC1,-6
Cc1ccc(CNC(=O)CSc2nccn3nc(-c4ccc(Cl)cc4)cc23)cc1,-12
CC(SCc1ccccc1)C(=O)NN=Cc1cccs1 (stereo not given),-14
COc1ccc(-n2c(C)nc3ccc(NC(=O)CSCc4ccccc4)cc3c2=O)cc1,-12&3
COc1ccc(C(C)=NNc2ccc(C(=O)O)cc2)c(OC)c1,-13
O=C(NCC(c1ccco1)N1CCc2ccccc21)Nc1ccc(Cl)cc1 (stereo not given),24
CC1CCc2c(sc(N=Cc3cccnc3)c2C(N)=O)C1 (stereo not given),-4
O=C(NCc1cncc(-c2cccs2)c1)c1ccc2nsnc2c1,1
CC(CC(=O)Nc1ccc2c(c1)OCO2)=NNC(=O)C(c1ccccc1)c1ccccc1,6
CS(=O)(=O)c1ccc(NC(=O)c2ccc(Cl)s2)cc1,-12
COc1nn(C)cc1C(=O)NCC(=O)Nc1cccc(C)c1C,4
O=C(NCCOc1ccc(F)cc1)c1ccccc1[N+](=O)[O-],11
COC(=O)c1ccccc1NC(=O)CSc1ncnc2sc(C)cc12,-10
O=S(=O)(/C=C/c1ccccc1)N1CCC(COCc2ccc(F)cc2)CC1,-23
Cc1csc(SCc2cc(=O)c(OC(=O)c3ccc(C(F)(F)F)cc3)co2)n1,-12
O=C(CSc1ncnc2c1cnn2-c1ccc(Cl)cc1)Nc1nccs1,-1
Cc1cc(C(=O)NN=Cc2ccc3c(c2)OCO3)c(C)n1-c1ccc(F)cc1,-1
CC(=O)Nc1ccc(S(=O)(=O)NCC2(c3cccs3)CCCC2)cc1,0
Cc1cccc2c(N)c3c(nc12)CCCC3,-1
CC(=O)c1sc(NC(=O)c2ccc(N3C(=O)CCC3=O)cc2)nc1C,-7
NC(=O)N/N=C1/CCCC1c1ccccn1 (stereo not given),67*
Cc1csc(NC(=O)CSc2nnc(Cc3cc(=O)[nH]c(=O)[nH]3)n2-c2ccc(Cl)cc2)n1,2
O=C(NCCCn1nc(-c2ccco2)ccc1=O)c1cc(Cl)ccc1Cl,-22
CC(=O)Nc1ccc(NC(=O)CSc2ccc(NC(=O)C3CC3)nn2)cc1,-4
Cc1cc(C)n(-c2nc(CCNC(=O)C3(c4cccs4)CCCC3)cs2)n1,-13
O=S(=O)(c1ccc(Cl)cc1)N1CCCC(c2nc(-c3ccccc3Br)no2)C1 (stereo not given),-29
O=C(CCn1ccc(=O)[nH]c1=O)Nc1ccccc1-c1ccc(=O)[nH]n1,-8
O=C(Nc1cnn(CC2CCOCC2)c1)c1ccc2ncsc2c1,-28
COc1ccc(-c2[nH]ncc2C=NNC(=O)c2cccc([N+](=O)[O-])c2)cc1OC,13
O=C(O)c1c[nH]c2ccccc2c1=O,11
O=C(Cn1c(-c2ccccn2)nc2ccccc21)Nc1cccc(Cl)c1,18
CS(=O)(=O)N1CCN(c2ccc(Nc3ccncc3)nn2)CC1,-8
CCCCCCn1[nH]c(C)c(C(=O)c2ccc(C(=O)c3c(C)[nH]n(CCCCCC)c3=O)cc2)c1=O,-9&-2
O=C(O)Cc1ccc(Cl)s1,-20
O=C(NC1(c2nc(C3CC3)no2)CCCCC1)C1CC(=O)N(Cc2ccc(Cl)cc2)C1 (stereo not given),-8
CC(=O)Nc1ccc(NC(=NS(=O)(=O)c2ccccc2)c2ccccc2)cc1,-11
Cc1cc(OCC(=O)NCCOc2ccc3nnc(-c4ccccc4)n3n2)ccc1Cl,6
C/C(C=NNC(=O)c1ccco1)=C\c1ccccc1,2
CCC(C(=O)OC1(C(C)=O)CCC2C3C=CC4=CC(=O)CCC4(C)C3CCC21C)c1ccccc1 (stereo not given),15
CCOCC(=O)NCC1CCCN1c1ccccc1 (stereo not given),12
C#CCn1c(=NC(=O)c2cc(C)no2)sc2cccc(F)c21,9
CCn1ccc(C(=O)N(Cc2cccnc2)c2nc3ccc(F)cc3s2)n1,-7
Cc1nc(C(=O)N2CCC(Oc3nccnc3C#N)C2)cs1 (stereo not given),-7
CCOC(=O)c1c(-c2ccc(C)o2)csc1NC(=O)c1cccnc1,0
Cc1nc2sc(C)c(C)n2c(=O)c1NC(=O)c1ccc(Br)o1,-12
O=C(Cn1ccc2ccccc21)NCc1cnn2ccccc12,1
COC(=O)c1ccc(C(=O)NCC(C)(O)c2ccc(-c3ccccc3)cc2)cc1 (stereo not given),-19
O=C(NCc1cccs1)NCC1CC(=O)N(c2ccc(F)cc2)C1 (stereo not given),0
O=C(Cn1cccc(-c2nc(-c3ccccc3)no2)c1=O)Nc1ccccc1C(F)(F)F,-6
CC(/C=C/c1ccc2c(c1)OCO2)=NNC(=O)c1cccnc1,1
O=C(CSc1nc2c(c(=O)n1Cc1ccccc1)SCC2)Nc1ccc2c(c1)OCO2,-13

Random excerpt: four records from the list, in no set order.
canonical_smiles,SSB-PriA inh
CC(/C=C/c1ccc2c(c1)OCO2)=NNC(=O)c1cccnc1,1
C#CCn1c(=NC(=O)c2cc(C)no2)sc2cccc(F)c21,9
O=C(CSc1nc2c(c(=O)n1Cc1ccccc1)SCC2)Nc1ccc2c(c1)OCO2,-13
CCn1ccc(C(=O)N(Cc2cccnc2)c2nc3ccc(F)cc3s2)n1,-7

(further entries)
canonical_smiles,SSB-PriA inh
CCOc1ccc(NC(=O)C2CC(=O)NC(=N)S2)cc1 (stereo not given),-7
COC(=O)c1sccc1S(=O)(=O)Nc1ccc(F)cc1F,9
Cn1cccc(C(=O)NCCC2CCCCN2S(=O)(=O)c2cccs2)c1=O (stereo not given),0
CNC(=O)c1c(NC(=O)/C=C/c2ccccc2Cl)sc(C)c1C,-8
Cc1noc(C)c1CCC(=O)NCc1nc(-c2ccccc2)no1,2
Cc1ccc(S(=O)(=O)N2CCN(CC(O)COc3cccc(Oc4ccccc4)c3)CC2)cc1 (stereo not given),10
Cc1[nH]n(-c2ccc(Cl)cc2)c(=O)c1C=Nc1nnc(-c2ccccc2)s1,-2
COCCN1CCC(CNC(=O)C(=O)Nc2ccon2)CC1,1
Cc1cc(NC(=O)C(=O)NC[C@@H](c2cccc3ccccc23)N2CCCC2)c2ccccc2n1,23
COC(=O)c1sc2ccccc2c1NC(=O)COCC(=O)Nc1c(C(=O)OC)sc2ccccc12,-4&8
Cc1ccsc1C(O)CNC(=O)C1(c2ccccc2)CCOCC1 (stereo not given),2
O=C1CCSCC(C(=O)NCc2cccnc2)N1 (stereo not given),-16

An excerpt of these results, field by field.
Molecule: COc1nn(C)cc1C(=O)NCC(=O)Nc1cccc(C)c1C
  SSB-PriA inh = 4

Molecule: COC(=O)c1ccc(C(=O)NCC(C)(O)c2ccc(-c3ccccc3)cc2)cc1 (stereo not given)
  SSB-PriA inh = -19

Molecule: Cc1nc2sc(C)c(C)n2c(=O)c1NC(=O)c1ccc(Br)o1
  SSB-PriA inh = -12

Molecule: CCn1ccc(C(=O)N(Cc2cccnc2)c2nc3ccc(F)cc3s2)n1
  SSB-PriA inh = -7

Next section.
canonical_smiles,SSB-PriA inh
CCn1cc(C=NNC(=O)c2ccc3c(c2)c(C)c(C)n3Cc2ccccc2)c(C)n1,10
O=C(CSCc1ccccc1)N1CC[C@H](n2cc(-c3ccccc3)nn2)C1,-10
CC(=NNC(=O)CNc1cccc2ccccc12)c1ccc(Br)s1,-2
COc1ccccc1C(C)Nc1ccc(S(=O)(=O)N2CCOCC2)cc1[N+](=O)[O-] (stereo not given),70*
COc1cccc(-c2cc(CNC(=O)COc3ccc(Cl)cc3Cl)no2)c1,-10
CCc1n[nH]c(=S)n1N=Cc1c[nH]c2ccc(Br)cc12,8
CC(C)N1CCC(CNC(=O)c2cccc3ccccc23)CC1,0
Cc1nc2ccccn2c1C(=O)N1CCC(c2nnc(C(C)C)o2)CC1,5
O=C(c1ccc(S(=O)(=O)N2CCOCC2)cc1)N1CCN(CCN2C(=O)c3cccc4cccc(c34)C2=O)CC1,-1
O=C(CSc1nnc2ccc(-c3ccncc3)nn12)Nc1cccc(C(F)(F)F)c1,-6
COc1ccc(-c2csc(NC(=O)c3cc(Cl)sc3Cl)n2)cc1,-2
CCOC(=O)CCC(=O)NCC1CCN(C(C)C)CC1,-9

3 structures out of the list, ordered by SMILES length, highest first.
canonical_smiles,SSB-PriA inh
COc1ccccc1C(C)Nc1ccc(S(=O)(=O)N2CCOCC2)cc1[N+](=O)[O-] (stereo not given),70*
COc1ccc(C(C)=NNc2ccc(C(=O)O)cc2)c(OC)c1,-13
O=C(NCc1cncc(-c2cccs2)c1)c1ccc2nsnc2c1,1

More entries follow.
molecule | SSB-PriA inh
Cn1c(=O)c(C(=O)Nc2ccc(F)c(Cl)c2)cc2cccnc21 | -12
O=C(Cn1nc(-c2cccs2)c2sc(N3CCCCC3)nc2c1=O)c1ccc2c(c1)CCCC2 | -4
O=C(NCCOc1cccc(C(F)(F)F)c1)c1ccccc1[N+](=O)[O-] | 9
Cn1nccc1C(=O)N(Cc1ccccc1)c1nc2ccccc2s1 | -18
CCOC(=O)c1c(-c2ccc(F)cc2)csc1NC(=O)CSc1nc2sc(C)c(C)c2c(=O)n1-c1ccccc1 | 11
Cc1cc(N(C)C)nc(CNC(=O)c2sc(-c3ccccc3)nc2C)n1 | -25
N#C/C(=C\c1ccc(-c2ccccc2Cl)o1)C(=O)NCc1ccco1 | -4
O=C(NCc1ccncc1)C(=O)NCc1ccc(F)cc1 | -9
COC(CNC(=O)c1cccc(N(C)C)c1)c1ccc(C)s1 (stereo not given) | 5
COc1ccc(S(=O)(=O)NCC2(Sc3ccccc3)CCOCC2)cc1Cl | -15
COC(CNC(=O)N1CCN(S(C)(=O)=O)C1=O)c1ccc(Cl)s1 (stereo not given) | 0
O=C(NCC[C@H](O)c1ccc2c(c1)OCO2)c1ccccc1Br | -17
O=C(NC1CCC(Oc2ncccn2)CC1)c1ccccc1Cl (stereo not given) | -3
Cc1ncc(C(N)=O)c(C)c1Cl | -12
O=C(Nc1nc(-c2ccco2)cs1)c1ccc(-n2cncn2)nn1 | -43
O=C(NN=Cc1ccc(COc2ccc([N+](=O)[O-])cc2)o1)c1ccc(Cl)cc1 | -2
COc1ccc2ccccc2c1C=NNC(=O)c1cc(C)[nH]n1 | -28
COc1ccc(NC(=O)Nc2cnc(OC)nc2OC)c(C)c1 | 1
O=S(=O)(c1ccc(NC(=S)NN=Cc2ccc(N3CCOCC3)cc2)cc1)N1CCOCC1 | 7
CSc1nnc(C)c(=O)n1COC(=O)c1ccccc1I | 3
CC(=NNC(=O)CNC(=O)Cc1ccccc1)c1ccc(Cl)cc1 | -11
O=S(=O)(NCCC(O)C1CCOCC1)c1cc(F)cc(F)c1 (stereo not given) | -19
CSc1ccccc1NC(=O)C(=O)NCC1CCN(Cc2ccco2)CC1 | -12
COc1nccnc1OC1CCCN(C(=O)CN(C)S(C)(=O)=O)C1 (stereo not given) | -16
CO[C@@]1(C#N)CCSC1 | -17
Cc1ccc(-c2n[nH]c(=O)c3nc(C)sc23)c(C)c1 | -10
C/C(=N/NC(=O)c1cc(-c2ccc(Cl)s2)[nH]n1)c1ccccc1O | 7
CCCCCCc1cc2cc(C(N)=NNC(=O)c3ccncc3)c(=O)oc2cc1O | -7
COc1cccc(NC(=O)Cc2csc(SCC(=O)Nc3cccc(NC(C)=O)c3)n2)c1 | 9
Cc1ccc(-n2ccnc2N2CCN(C(=O)CCCc3ccccc3)CC2)cc1 | 32
CN(C)S(=O)(=O)c1ccc(C(=O)N2CCC(Oc3cccnn3)CC2)cc1 | -18
COc1ccc(-c2ccc(=O)n(CCCNC(=O)Nc3ccc(F)cc3F)n2)cc1 | 6
CC(=O)NC(Cc1c[nH]c2ccccc12)C(=O)NN=Cc1ccccc1 (stereo not given) | -9
O=C(CSCc1ccccc1)N1CCC(n2c(=O)[nH]c3ccc(F)cc3c2=O)CC1 | 0
Cc1ccc(S(=O)(=O)NCCN2CCN(c3ccccc3)CC2)cc1C | -20&-2
CCOC(=O)c1ccccc1NC(=O)CSc1nccn2nc(-c3ccc(Cl)cc3)cc12 | -5
O=C(Nc1ccc(F)c(F)c1)C(=O)N1CCC(Cc2ccccc2)CC1 | -13
COc1ccccc1-n1ncc2c(C(C)C)nnc(SCc3ccccn3)c21 | 3
O=C(NN=C1CC2C=CCC12)c1ccco1 (stereo not given) | -3
CC(=O)Nc1cccc(NC(=O)CSc2nc(CC(=O)N3CCc4ccccc43)cs2)c1 | 2
Clc1cccc2sc(NCC3CCCO3)nc12 (stereo not given) | 13
CCOC(=O)CNC(=O)CSc1ccc2nnc(-c3ccc(Cl)cc3)n2n1 | -2
Cc1cc(C)cc(OCCNC(=O)NCc2ccc(F)cc2)c1 | 5
CSc1ccc(C(O)CNC(=O)c2ccc(OC(F)(F)F)cc2)cc1 (stereo not given) | -3
COc1ccccc1/C=C\C(=O)NCC(=O)NN=C(C)Cc1ccccc1 | 3
